Compound activity: PubChem BioAssay, National Center for Advancing Translational Sciences (NCATS)
SMN2 splice enh – increases expression of the SMN2 splice variant; HEK293 SMN2-luciferase splicing reporter, luminescence, 30-36 h; Potency, µM (series often up to 46.1 µM), without a hit: top-dose activity change, positive = activation, usual class: activators; actives 2.8% (n = 210,000); note: potency is the fitted concentration of half-maximal effect; % of control where 0% means no effect; nearly all actives have a fitted effect of over 55% in size
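qHTS luciferase splicing reporter: luminescence rises when SMN2 exon 7 is included in transfected HEK293 cells. Compound exposure lasted 30-36 h at 37C, with 4.5 mM final sodium butyrate as control, followed by a ONE-Glo read.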
Lamin A splicing – modulators of lamin A splicing; HeLa LMNA splicing GFP/RFP minigene ratio, 48 h; Potency, µM (top dose mostly 46.1 µM), for the others: at the top dose ratio change, negative = inhibition, hits mostly inhibitors; actives 0.01% (n = 200,000); AID 1487; active = well fitted inhibition curve with a large enough effect in the signal ratio, with a control signal flat, not every such curve was filed as active; inconclusive = small, poorly fitted or top-dose-only effect, or effect the other way, or a change in a side signal; the % refers to the signal ratio; note: potency is the fitted concentration of half-maximal effect; % is set by controls: 0 for no effect and ±100 for the full control effect
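S3 HeLa stable clones carrying a lamin A-EGFP splicing minigene plus DsRed2 were seeded at 600 cells/well in Opti-MEM with 2% FBS, pin-dosed and incubated 48 h at 37°C. Acumen cytometry (488 nm) gave the GFP/RFP total-intensity ratio.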
CBFb RUNX1 block – CBF-beta/RUNX1 interaction disruption; AlphaScreen CBFb-His/RUNX1-biotin binding, biochemical; Potency, µM (top dose mostly 59.8 µM), without a hit: top-dose activity, negative = inhibition, most hits filed as inhibitors; 230,000 tested, under 10 active; AID 1477; note: % of control where 0% means no effect
Target sequence (Q01196 whole entry, looked up): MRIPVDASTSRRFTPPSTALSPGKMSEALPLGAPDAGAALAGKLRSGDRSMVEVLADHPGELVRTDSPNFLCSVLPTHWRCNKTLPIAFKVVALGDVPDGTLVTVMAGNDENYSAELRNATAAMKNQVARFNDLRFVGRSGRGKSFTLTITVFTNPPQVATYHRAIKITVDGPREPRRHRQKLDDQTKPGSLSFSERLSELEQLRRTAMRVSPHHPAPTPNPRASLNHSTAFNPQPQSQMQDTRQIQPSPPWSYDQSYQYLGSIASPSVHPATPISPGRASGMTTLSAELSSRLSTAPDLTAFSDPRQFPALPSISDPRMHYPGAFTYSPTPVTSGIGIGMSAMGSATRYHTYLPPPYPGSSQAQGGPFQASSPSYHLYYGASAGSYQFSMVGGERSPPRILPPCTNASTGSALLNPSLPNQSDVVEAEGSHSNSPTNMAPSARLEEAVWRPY
Target sequence (Q13951 whole entry, looked up): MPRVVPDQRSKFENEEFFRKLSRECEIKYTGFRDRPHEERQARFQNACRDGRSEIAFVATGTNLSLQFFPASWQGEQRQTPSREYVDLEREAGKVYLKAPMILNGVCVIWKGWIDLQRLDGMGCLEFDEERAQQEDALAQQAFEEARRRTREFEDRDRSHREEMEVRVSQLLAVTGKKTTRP
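Inhibition was taken as any reduction in AlphaScreen signal from the CBF-beta–RUNX1 pair (His and biotin tags, 30 nM each), measured after compound (15 min) and bead (90 min) incubations at room temperature.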
KinaseGlo FLuc – blocks Kinase-Glo luciferase, a counter-screen artifact | actives 0.28% (n = 200,000) | Kinase-Glo luciferase, ATP luminescence, 8 min | Potency, µM (titrated, usually from 38.3 µM), for the others: top-dose activity change, negative = inhibition, actives largely listed as inhibitors; note: potency is the fitted concentration of half-maximal effect; % is set by controls: 0 for no effect and ±100 for the full control effect; nearly all actives have a fitted effect of over 60% in size
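Kinase-Glo luciferase light output from ATP and luciferin was measured with 10 uM ATP, within the enzyme's linear range. Buffer: 50 mM imidazole pH 7.2, 50 mM KCl, 7 mM MgCl2, 0.01% Tween 20, 0.05% BSA; luminescence read after 8 min at ambient temperature.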
IMPase Li cell – cell-permeable IMPase inhibitors with lithium potentiation. CHO-M1 cells, IP1 TR-FRET (IP-One), carbachol + lithium. Potency, µM (top dose mostly 59.4 µM), without a hit: at the top dose activity, negative = IMPase inhibition, actives largely listed as inhibitors. actives 0.35% (n = 210,000);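 note: IP1 builds up when IMPase is blocked and the TR-FRET signal falls; potency is the fitted concentration of half-maximal effect; plate controls were basal vehicle for no effect and high inhibitor control for full effect; nearly all actives have a fitted effect of over 50% in size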
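CHO-M1, 2000 cells/well, 16–30 h culture; cpd + low Li+, 30 min 37C; lysis with d2-IP1/Eu-anti-IP1 Ab, 10 min RT; TR-FRET 665/620 ratio and 620 channel; AC50 via Hill.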
HTT ATP protect – cytoprotection in Huntington HTT-Q103 PC12 cell model; AID 1471; actives 0.14% (n = 230,000); PC12 HTT-Q103 induced, cytoprotection, ATP luminescence, 40 h; Potency, µM (top dose mostly 56.4 µM), without a hit: cytoprotection (ATP increase), usual class: activators;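 note: potency is the fitted concentration of half-maximal effect; % of control where 0% means no effect; nearly all actives have a fitted effect of over 45% in size; toxic huntingtin expression switched on by the ecdysone agonist tebufenozide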
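Compounds were screened for protection of PC12 cells against cell death after tebufenozide induction (100 nM final) of mutant Huntingtin exon 1 (Q103) fused to GFP.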
HttQ103 aggreg – mutant huntingtin aggregation inhibition; PC12 HttQ103-GFP aggregates, Acumen cytometry, 40 h; actives 1.1% (n = 220,000); Potency, µM (top dose mostly 46.1 µM), without a hit: at the highest dose activity change, negative = inhibition, hits mostly inhibitors; AID 1688; note: potency is the fitted concentration of half-maximal effect; % is set by controls: 0 for no effect and ±100 for the full control effect; nearly all actives have a fitted effect of over 60% in size
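Aggregates are detected as GFP objects 1–25 µm with signal 6 STDEV over background in lysates of induced PC12 cells. These carry Huntingtin exon 1 with 103 glutamines fused to GFP under an ecdysone promoter; compounds titrated.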
The depositor's hits bear a star; ? = inconclusive; . = no result given; & = joins results of further samples; [ ] = another dose, or the depositor's remark. Unless noted, calls come from the whole dose curve; as a rule, active = well fitted curve in the direction sought with a large enough effect; inconclusive = small, poorly fitted or top-dose-only effect, or another doubt; inactive = no such curve, though single readings can be large; an effect the other way counts as inactive or inconclusive.

Below each compound – SMN2 splice enh	Lamin A splicing	CBFb RUNX1 block	KinaseGlo FLuc	IMPase Li cell	HTT ATP protect	HttQ103 aggreg
> CCSc1nnc(COc2ccccc2)n1CC
 : .	.	11%	.	.	28%[10 µM]	-1%[9.22 µM]
> O=C(CCNC(=O)c1ccccc1Cl)Nc1nccs1
 : .	12%[46 µM]	8%	2%	-5%	-28%	8%
> COCCN(C(=O)CSc1nnc(Nc2ccccc2F)s1)c1c(N)n(Cc2ccccc2)c(=O)[nH]c1=O
 : 0%	-1%	-2%	-2%	29%[38.3 µM]	?	7%
> CC(=O)NCCNC(=O)c1oc2ccccc2c1CSc1ncn[nH]1
 : 9%	.	0%	1%	-9%	13%	-6%
> COCCNc1nc(-c2ccccc2)nc2ccccc12
 : .	-16%[46 µM]	8%	-4%	13%	-47%[inhibitor][10 µM]	-5%[9.22 µM]
> NC(CO)(CO)CO
 : .	?	6%&8%	2%[39.9 µM]	1%	-52%[inhibitor]	-14%
> CC(=O)c1ccc(NC(=O)N2CCN(c3ccc(C)cc3)C(C)C2)cc1 (centres undefined)
 : .	?	-3%	0%	9%	-5%[10 µM]	-5%[9.22 µM]
> CSc1nc(SCCO)c2sc3nc(-c4ccco4)c4c(c3c2n1)CC(C)(C)OC4
 : -9%	?	?	-2%	4%[38.3 µM]	-38%	?
> COC(=O)CNc1ccc2c(c1)OCO2
 : 11%	-7%	-16%	1%	6%	21%[1.9 µM]	-16%
> CCCc1c(C(=O)O)cnn1-c1ccc(Cl)cc1
 : .	.	4%	.	.	-10%[10 µM]	-12%[9.22 µM]
> Cc1nc(N2CCN(c3ccccc3)CC2)[nH]c(=O)c1Cc1ccccc1
 : -16%	-5%	0%	-1%	-2%[38.3 µM]	-3%[0.074 µM]	4%
> CC1=C(C(=O)Nc2ccccc2)C2(CCCCC2)C(C#N)=C(SCC(N)=O)N1
 : -1%	1%	-3%	1%	-25%[38.3 µM]	12%	-4%[9.22 µM]
> COc1ccc(NC(=O)CC2SC(N)=NC2=O)c([N+](=O)[O-])c1 (centres undefined)
 : 10%	.	-7%	0%	2%	22%[10 µM]	11%[9.22 µM]
> COc1ccc(-n2c(Cc3cccn3C)nnc2SCC(=O)NCc2ccccc2Cl)cc1
 : -5%	-13%	-25%	1%	13%	3%	16%
> O=C(c1cnn(-c2ccccc2)c1-n1cccc1)N1CCN(C2CCCCC2)CC1
 : .	.	4%	.	1%	4%[10 µM]	-1%[9.22 µM]
> O=C(CCCn1c(SCC(=O)NC2CCCCC2)nc2ccccc2c1=O)NCC1CCCO1 (centres undefined)
 : -4%	7%	11%	-1%	-9%[38.3 µM]	-8%	13%
> COc1cccc(C(=O)N2CCN(S(C)(=O)=O)CC2)c1
 : -9%	5%	2%	-2%	24%[38.3 µM]	3%	-2%
> Cc1cc(OCC(=O)Nc2ccc(S(=O)(=O)N3CCN(C)CC3)cc2)ccc1Cl
 : -16%	?	-5%	1%	11%	-32%[10 µM]	-5%
> O=C(Nc1ccccc1)c1ccc(CN2CCc3ccccc3C2)cc1
 : -90%[inhibitor]	.	-1%	-5%	7%	-42%[inhibitor]	-11%
> COc1ccccc1C(=O)Oc1ccc(N2C(=O)CCC2=O)cc1
 : 26%	1%	2%	-1%	12%[38.3 µM]	-4%	-12%
> O=C(Cn1ccc2ccccc21)Nc1ccc2c(c1)OCO2
 : -11%	-13%[46 µM]	-4%	3%	2%	-20%	8%
> Cc1c(NC(=O)C(C)OC(=O)c2c3c(nc4ccccc24)CCC3)c(=O)n(-c2ccccc2)n1C (centres undefined)
 : -3%	-7%	-15%	4%	6%	13%[10 µM]	-20%
> Cc1cc(C(=O)CSc2nnc(N)s2)c(C)n1-c1c(C)n(C)n(-c2ccccc2)c1=O
 : -4%	10%	-6%	-5%	24%[38.3 µM]	10%[10 µM]	-8%
> CC(C)CN1CC[C@@]2(CCCN(C(=O)c3ccco3)C2)C1
 : -9%	.	.	-1%	7%	-30%[inhibitor]	.
> Cc1nc(N2CCOCC2)c2nc(-c3ccccc3)n(CCCN(C)C)c2n1
 : -2%	.	3%	-3%	-2%	-47%[inhibitor]	.
> Clc1ccccc1-c1nnc(CNC2CC2)o1
 : -3%	.	-2%	7%	4%	-42%[inhibitor]	-12%
> C=CCC(c1ccccc1)N(C(C)=O)c1ccco1 (centres undefined)
 : -25%	.	6%	2%	18%	24%	-10%
> CCC(=O)n1nc(-c2ccccc2)nc1N
 : 23%	19%	-3%	4%	-13%[38.3 µM]	16%	-2%
> N#Cc1cccc(C#N)c1Oc1ccc(S(=O)(=O)Nc2ccc(Cl)cc2)cc1
 : .	.	3%	.	.	31%[10 µM]	1%[9.22 µM]
> C[C@H](CCC(=O)O)[C@H]1CC[C@@H]2[C@@H]3CC[C@H]4C[C@@H](O)CC[C@@]4(C)[C@@H]3C[C@H](O)[C@@]21C
 : -4%[9.22 µM]	.	.	-3%[7.66 µM]	35%[activator]	7%[10 µM]	.
> Nc1ccccc1C#Cc1ccccc1
 : 32%	4%	4%&11%	-9%&-9%	-4%[38.3 µM]	-42%&-92%[inhibitor]	-6%
> O=C(CN1C(=O)NC2(CCSC2)C1=O)N1CCN(c2ccc(F)cc2)CC1 (centres undefined)
 : -10%	2%	1%	-3%	-11%[38.3 µM]	-6%[0.074 µM]	-9%
> COc1c(C)cc(C(=O)C2CCCN(C(=O)/C=C/c3ccccn3)C2)cc1C (centres undefined)
 : .	.	10%	0%	0%	-1%	-4%
> Cc1cc(N2CCCC2=O)ccc1S(=O)(=O)Nc1c(C)nn(C)c1C
 : .	.	0%	-2%	13%	24%[10 µM]	-8%[9.22 µM]
> C=C1C[C@@]23C[C@@]1(O)CCC2[C@@]12C=CC(O)[C@](C)(C(=O)O1)C2C3C(=O)O (some centres undefined)
 : -8%	-7%	.	-2%	-11%	.	.
> Clc1ccc(-c2nnc(SCc3nc4ccccc4s3)o2)cc1
 : 33%	-2%	1%	-1%	15%	1%[10 µM]	20%
> CC(C)CNC(=O)c1ccc(COc2ccc(Cl)cc2Cl)o1
 : -14%	-8%	2%	-3%	-7%[38.3 µM]	-18%	-21%
> CCOc1ncccc1C(=O)OCC(=O)N1CC(=O)Nc2ccccc21
 : -3%	-1%	1%	1%	19%[38.3 µM]	-4%[1.9 µM]	3%
> C[C@@H](CNC(N)=O)NC(N)=O
 : -16%[9.22 µM]	.	.	-4%[7.66 µM]	-4%	-3%[10 µM]	.
> CN(Cc1ccccc1)CC(O)COc1ccc(CNCCc2cccnc2)cc1 (centres undefined)
 : .	4%[46 µM]	20%	0%	22%	-15%[10 µM]	5%[9.22 µM]

Full records from above.
`Cc1c(NC(=O)C(C)OC(=O)c2c3c(nc4ccccc24)CCC3)c(=O)n(-c2ccccc2)n1C` (centres undefined) is listed with SMN2 splice enh = -3%; Lamin A splicing = -7%; CBFb RUNX1 block = -15%; KinaseGlo FLuc = 4%; IMPase Li cell = 6%; HTT ATP protect = 13%[10 µM]; HttQ103 aggreg = -20%
`Clc1ccc(-c2nnc(SCc3nc4ccccc4s3)o2)cc1` is listed with SMN2 splice enh = 33%; Lamin A splicing = -2%; CBFb RUNX1 block = 1%; KinaseGlo FLuc = -1%; IMPase Li cell = 15%; HTT ATP protect = 1%[10 µM]; HttQ103 aggreg = 20%

Continuation.
Below each compound – SMN2 splice enh	Lamin A splicing	CBFb RUNX1 block	KinaseGlo FLuc	IMPase Li cell	HTT ATP protect	HttQ103 aggreg
> CCC(=O)Nc1cccc(C2=NOC3(C2)C[C@@H](C(N)=O)N(C(=O)c2ccc(OC)cc2)C3)c1 (some centres undefined)
 : .	.	4%	.	.	13%[10 µM]	4%[9.22 µM]
> O=C(NC(N1CCOCC1)C(Cl)(Cl)Cl)c1ccco1 (centres undefined)
 : .	.	0%	-7%	0%	-59%[inhibitor][10 µM]	-8%[9.22 µM]
> COc1cccc(N2CC(O)Cn3c2nc2c3c(=O)n(CCCc3ccccc3)c(=O)n2C)c1 (centres undefined)
 : -74%[inhibitor]	-16%	-6%	2%	-3%[38.3 µM]	-32%	13%
> S=c1nccc(-c2ccc3c(c2)CCO3)[nH]1
 : .	.	9%	.	.	-11%[10 µM]	10%[9.22 µM]
> COc1ccccc1N(CC(=O)NC1CCCCC1)C(=O)c1csnn1
 : 1%	-9%	0%	2%	2%	-4%[10 µM]	-8%
> NC1=NC(=O)/C(=C\c2ccco2)S1
 : .	.	?	.	.	10%[10 µM]	-31%[9.22 µM]
> COc1ccc(-c2nnc(CSc3nc4ccccc4c(=O)n3C)o2)cc1OC
 : -29%	-6%	4%	2%	31%[38.3 µM]	10%[10 µM]	6%
> O=C(NCc1ccccc1)C1CCCN1S(=O)(=O)c1cccc2cccnc12 (centres undefined)
 : -4%	-6%	1%	1%	4%	-4%	-1%
> Cc1cccc(N2CCN(C(=O)Cc3ccc(-n4c(=O)[nH]c5ccsc5c4=O)cc3)CC2C)c1 (centres undefined)
 : 2%	-7%	-15%	-1%	2%	?	?
> CN1CCN(c2ccccc2NC(=O)Cc2ccc(Cl)cc2)CC1
 : -6%	23%	1%	2%	31%[activator][38.3 µM]	1%	-22%[9.22 µM]
> COc1ccc(OC)c(CN2CCCC(C(=O)c3ccccc3SC)C2)c1 (centres undefined)
 : .	.	-15%	2%	22%	-24%	-32%
> Cc1c(C(=O)N2CCN(c3ncccn3)CC2)sc2nc3n(c(=O)c12)CCCC3
 : -10%	1%	-3%	10%	-14%[38.3 µM]	-5%	-12%
> CC(C)c1ccc(/C=C/C(=O)O)cc1
 : .	-1%[46 µM]	2%	.	.	17%[10 µM]	-18%[9.22 µM]
> Cc1ccccc1Nc1nc(NCc2ccco2)c2ccccc2n1
 : -38%[inhibitor]	?	-3%	-4%	18%	-150%[inhibitor]	?
> O=C(Nc1cccc(Cl)c1)c1cc([N+](=O)[O-])ccc1N1CCN(CCO)CC1
 : 7%	17%[46 µM]	1%	-2%	13%	11%[10 µM]	-2%
> COc1ccc(S(=O)(=O)NCC(c2cccnc2)N2CCN(c3ccccc3OC)CC2)cc1C (centres undefined)
 : -15%	-3%	-1%	-2%	-3%[38.3 µM]	-32%	-2%
> O=C(Nc1cc(C(=O)N2CCCC2)ccc1N1CCCC1)c1ccccc1
 : 25%	-1%	2%	1%	28%[38.3 µM]	4%[0.074 µM]	-1%

Rows are unselected; any-hit rate near 4%.
